Compound activity deposited in PubChem BioAssay by several laboratories.
proKLK7 act – activators of human kallikrein-7 zymogen | P49862 | purified proKLK7, EDANS-DABCYL substrate fluorescence; 100% is mature enzyme control, 0% vehicle | activation, % at 7 µM | hit rate 0.9% among 370,000 | AID 652039;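 active = activation above the mean of all tested compounds plus 3 SD, computed per campaign excluding outliers beyond control limits, cut at about 13% in these data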
Target sequence (P49862 whole entry, looked up): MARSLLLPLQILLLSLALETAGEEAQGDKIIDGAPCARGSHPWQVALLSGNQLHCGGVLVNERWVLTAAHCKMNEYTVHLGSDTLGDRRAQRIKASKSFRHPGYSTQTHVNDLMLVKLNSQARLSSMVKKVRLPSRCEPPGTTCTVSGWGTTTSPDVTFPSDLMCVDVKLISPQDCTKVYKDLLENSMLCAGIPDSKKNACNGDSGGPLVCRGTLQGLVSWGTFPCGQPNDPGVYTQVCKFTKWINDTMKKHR
hgDAF-12 ag – activates the H. glycines DAF-12 receptor ligand-binding domain | HEK293 GAL4-hgDAF12 UAS-luciferase reporter, agonist luminescence; normalized to butyrate control | activation, % at 6.8 µM | hit rate 1.8% among 370,000;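 active = activation above a cutoff set at the mean of all screened compounds plus 3 SD, cut at about 10% in these data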;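 also: 0% = DMSO wells and 100% = sodium butyrate wells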
NPR1 activator – GC-A (human) enzyme activation. P16066. HEK293 GC-A cells, cGMP TR-FRET, EC30 ANP; 0% at EC30 ANP, 100% saturating ANP. activation, % at 10 µM. hit rate 0.14% among 370,000; in the data active = activation above about 40%
HGIII-sPLA2 inh – Blocks human group III sPLA2 activity | QFRET BODIPY PC-A2 liposome hydrolysis, fluorescence | inhibition, % at 12.2 µM | hit rate 0.56% among 370,000 | AID 743126;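 active = inhibition above mean plus 3 SD of compounds lying within the high and low control bounds, cut at about 19% in these data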;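 also: 0% = median of test compound wells and 100% = no enzyme DMSO wells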
Target sequence (Q9NZ20 whole entry, looked up): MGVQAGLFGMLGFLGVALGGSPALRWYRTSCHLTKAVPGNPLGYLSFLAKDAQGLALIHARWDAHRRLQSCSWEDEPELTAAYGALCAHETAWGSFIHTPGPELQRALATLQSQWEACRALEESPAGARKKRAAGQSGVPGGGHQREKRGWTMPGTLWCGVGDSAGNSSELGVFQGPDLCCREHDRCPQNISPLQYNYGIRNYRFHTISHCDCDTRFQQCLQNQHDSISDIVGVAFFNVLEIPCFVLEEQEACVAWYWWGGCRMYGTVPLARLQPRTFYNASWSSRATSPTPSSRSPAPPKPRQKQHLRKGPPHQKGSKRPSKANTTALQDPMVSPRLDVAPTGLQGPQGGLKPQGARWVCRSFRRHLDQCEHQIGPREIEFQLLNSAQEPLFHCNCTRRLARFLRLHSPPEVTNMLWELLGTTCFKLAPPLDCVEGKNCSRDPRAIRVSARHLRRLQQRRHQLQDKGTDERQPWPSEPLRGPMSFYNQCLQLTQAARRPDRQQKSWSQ
GC-B act – GC-B (human) receptor activation; HEK293-GC-B cells, CNP EC30, cGMP TR-FRET; 0% at EC30 CNP, 100% saturating CNP; activation, % at 10 µM; hit rate 0.11% among 370,000; AID 1920062;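 active = activation at 10 µM reaching about 35% in either raw or pattern-adjusted values, limit read from the data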
ssDAF-12 act – activates DAF-12 receptor from parasite S. stercoralis; HEK293 ssDAF-12/GRIP1 lit1-tk-luc reporter, luminescence; % of 3 µM dafachronic acid response; activation, % at 6.8 µM; hit rate 1% among 370,000; AID 652126;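 active = activation above the mean over all tested compounds plus 3 SD, cut at about 0.9% in these data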;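 also: 0% = DMSO-only wells and 100% = 3 µM delta7-dafachronic acid wells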
DAX1 inh-1 – blocks DAX1 repression of SF-1 activated StAR promoter | HEK293T StAR-luciferase reporter, SF-1/DAX-1 repression relief | inhibition, % at 6.8 µM | hit rate 1.1% among 370,000 | AID 652010;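 active = inhibition above the mean over all tested compounds plus 3 SD, cut at about 3.6% in these data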;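 also: 0% = DAX-1 cells with DMSO and 100% = cells lacking DAX-1 with DMSO; higher inhibition means more luminescence from relief of DAX-1 repression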
DAX1 inh-2 – inhibits human nuclear receptor DAX1; hit rate 0.99% among 340,000; AID 504766; HEK293 Gal4-DAX1 luciferase reporter, luminescence; inhibition, % at 6.75 µM;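 active = inhibition above the mean over all tested compounds plus 3 SD, cut at about 4.2% in these data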;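 also: 0% = DAX1-transfected cells with DMSO and 100% = empty-vector control cells with DMSO; inhibition shows as a rise in luminescence from relieved DAX1 repression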
Target sequence (P51843 207-470 limits assumed): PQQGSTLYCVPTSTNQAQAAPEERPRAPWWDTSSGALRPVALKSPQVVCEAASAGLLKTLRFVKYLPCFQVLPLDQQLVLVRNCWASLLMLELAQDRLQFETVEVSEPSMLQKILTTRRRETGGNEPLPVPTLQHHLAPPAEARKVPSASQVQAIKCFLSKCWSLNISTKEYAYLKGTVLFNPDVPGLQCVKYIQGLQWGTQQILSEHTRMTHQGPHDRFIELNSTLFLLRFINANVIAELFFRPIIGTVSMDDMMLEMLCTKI
SMARCA2 act – increases SMARCA2 function in MMTV reporter cells; MG213 cells, MMTV-luciferase reporter, dexamethasone, overnight; activation, % at 9.1 µM; hit rate 1% among 370,000; AID 652017; in the data active = activation above about 7.8%;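 also: 0% = vehicle wells and 100% = reference activator wells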
GAA850 FXN act – increases GAA850 frataxin promoter reporter activity; HEK293 lucGAA850 FXN promoter luciferase reporter, 24 h; percent of 10 µM SAHA response; activation, % at 6 µM; hit rate 0.56% among 360,000;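 active = activation above the average of all compounds screened plus 3 SD, cutoff fixed separately per campaign, cut at about 7.5% in these data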;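 also: 0% = DMSO wells and 100% = 10 µM SAHA wells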
hcDAF12 agonist – activates DAF-12 receptor from parasite H. contortus. HEK293 hcDAF-12 lit1-tk-luc reporter, luminescence; 0% DMSO, 100% Δ7-dafachronic acid. activation, % at 6.8 µM. hit rate 1.4% among 370,000;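 active = activation above the mean of all tested compounds plus 3 SD, cut at about 5.5% in these data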;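 also: 100% = response to 3 µM Δ7-dafachronic acid high control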
Numbers without * were called inactive; · = no result given.

Each structure is followed by: hgDAF-12 ag	GC-B act	HGIII-sPLA2 inh	proKLK7 act	GAA850 FXN act	ssDAF-12 act	SMARCA2 act	DAX1 inh-2	hcDAF12 agonist	DAX1 inh-1	NPR1 activator
1	CC(C)(O)C(=O)NNC(=S)Nc1cccc(C(F)(F)F)c1
→ -2.5	3	14	-0.1	-0.4	-1.3	-2	2.6	0.8	0.0	-1
2	Cc1cc(NC(=O)CSc2nnc(-c3ccccc3)n2Cc2ccco2)no1
→ -0.7	-7	-9	-0.1	-1.0	-0.9	-2	0.7	-1.4	-0.5	0
3	N#CCCN(C(=O)COC(=O)C1CCN(S(=O)(=O)c2cccs2)CC1)c1ccccc1
→ -1.4	0	-2	-0.4	-1.8	-1.6	1	1.5	1.0	0.2	2
4	CC1=NN(c2nc(-c3ccccc3)cs2)C(=O)C1N=Nc1ccccc1 (stereo unspecified)
→ -1.9	9	-3	0.3	0.1	-2.3	-3	-1.1	2.0	-0.7	1
5	CCOc1ccc(N2C(=O)Nc3ccc(Br)cc3C2(O)C(=O)NC(C)C)cc1 (stereo unspecified)
→ 2.0	-2	-2	-0.5	-1.0	-1.3	-1	2.3	-0.6	0.1	3
6	C#CCOCCOCCOCCNc1nc(N2CCN(C(=O)[C@H]([C@@H](C)CC)n3cc(CCCCN)nn3)CC2)nc(N2CCN(C(=O)[C@H](Cc3ccc(O)cc3)n3cc(CCO)nn3)CC2)n1
→ -2.3	-1	-2	·	·	-1.8	·	·	-1.6	·	1
7	COc1ccccc1NC(=S)N=Nc1c(O)[nH]c2ccc(Br)cc12
→ 0.3	-3	1	0.2	-0.6	-1.0	-4	0.9	-0.7	0.3	-4
8	Cc1nnc(-c2ccccc2)nc1N(C)C
→ -1.4	3	1	0.7	0.2	-1.4	3	2.8	2.2	0.5	-2
9	O=C(COc1ncnc2ccccc12)Nc1ccc(Cl)c(S(=O)(=O)N2CCOCC2)c1
→ -1.9	2	3	-0.1	1.6	-1.6	-1	4.0	-1.9	-0.6	-5
10	CC(C)CCn1c(SCC(=O)OCn2nnc3ccccc3c2=O)nc2ccccc2c1=O
→ 0.8	0	1	0.3	-0.2	-0.9	0	-1.2	2.4	0.3	1
11	COc1cccc(-c2nnc(NC(=O)Cc3cccs3)s2)c1
→ 2.0	2	-4	0.4	3.3	-1.2	5	-0.8	-1.2	0.1	-2
12	CC(C)OP(=O)(OC(C)C)C(Nc1ccc([N+](=O)[O-])cc1)c1cccc([N+](=O)[O-])c1 (stereo unspecified)
→ -1.4	0	-5	0.5	1.4	-1.1	2	-0.1	-0.7	-0.5	-2
13	CCCCCC(=O)N/N=C(\C)c1ccc(N2CCCCC2)cc1
→ 4.8	3	-5	0.0	2.9	-1.2	7	-0.2	-1.1	0.8	0
14	O=C(c1ccco1)N1CCN(C(=O)c2cc(-c3ccccn3)nc3ccc(Cl)cc23)CC1
→ -0.7	5	-5	0.0	-0.7	0.2	-1	0.9	2.4	-0.4	-2
15	Cc1ccc(-n2nnc3c(=O)oc4ccccc4c32)cc1
→ 0.0	39*	2	-0.2	-2.0	-1.2	-2	0.3	-0.6	0.2	-3
16	COc1cc(C(=O)Nc2nc3ccc(S(=O)(=O)N4CCOCC4)cc3s2)cc(OC)c1OC
→ -2.1	-5	-9	-0.4	2.6	-1.5	-5	-0.8	-1.7	-0.3	-1
17	Cc1ccccc1CN1CCN(CC2CC3C=CC2C3)CC1 (stereo unspecified)
→ 0.0	-4	-2	-0.6	-2.8	0.0	-1	1.0	-0.1	-0.5	0
18	CCCCNC(=O)c1cc(C)no1
→ -0.6	3	3	0.4	4.1	-2.0	-3	0.3	0.1	0.3	4
19	O=C(Cn1[nH]c(=O)c2ccccc2c1=O)OCC(=O)c1ccc(Br)cc1
→ -0.6	-2	0	-0.3	1.4	-1.2	5	-0.3	-1.6	1.6	-3
20	CCOc1nc(-c2ccccc2Cl)ccc1C#N
→ 3.6	-9	0	0.3	2.5	-1.7	-3	2.0	-1.2	-0.3	-8
21	O=C(NCc1ccco1)C1CCCN(c2ncccn2)C1 (stereo unspecified)
→ 2.6	10	3	-0.1	·	-1.0	0	·	-2.7	0.1	2
22	O=C(NC1CCCCC1)C(c1ccccc1)N(C(=O)c1csnn1)C1CC1 (stereo unspecified)
→ -1.5	-8	0	-0.7	-0.5	-1.3	3	1.3	0.0	0.3	-4
23	Cc1cc(C)n2nc(CCc3ccccc3)nc2n1
→ 0.3	-2	0	-0.6	-1.0	-1.3	0	1.2	-1.0	1.3	-1
24	Cc1ccc(S(=O)(=O)Nc2ccc3c(c2)C(=O)N([C@H](C)CO)C[C@H](C)[C@@H](CN(C)C(=O)NC2CCCCC2)OCCCC[C@@H](C)O3)cc1
→ 0.1	10	-8	0.7	-6.5	-1.4	-3	-0.8	-1.4	-0.6	-1
25	CN(Cc1cnccn1)C(=O)CC1C(=O)NCCN1Cc1cccc(F)c1 (stereo unspecified)
→ -0.2	3	3	-0.7	0.6	-0.9	-1	1.4	0.1	-1.2	3
26	Cc1ccccc1S(=O)(=O)NNC(=O)C(=O)NNc1ccccn1
→ 3.0	4	2	1.0	-2.1	-0.9	-1	1.4	-0.2	-0.1	-5
27	Cc1onc(-c2ccccc2)c1C(=O)N1CCN(c2ncccn2)CC1
→ -0.5	-4	1	0.1	1.9	-1.1	0	0.7	0.9	0.6	1
28	O=C(COC(=O)CC12CC3CC(CC(C3)C1)C2)Nc1ncc(Cl)cc1Cl
→ 1.4	0	-6	-0.6	2.0	-1.8	-4	0.6	-0.3	-0.6	5
29	CCOC(=O)CNC(=O)CSc1nnc(-c2c[nH]c3ccccc23)n1CC
→ 1.0	1	16	-0.2	0.3	-1.9	-3	2.3	-0.5	0.3	-4
30	CC1(C)CC(=O)C2=C(C1)Oc1nc3ccccc3cc1C2C(C#N)C#N (stereo unspecified)
→ -2.0	2	7	1.0	-1.0	-1.3	-1	-1.9	0.9	-1.3	-5
31	O=C(c1[nH]c(C(F)(F)F)nc1-c1ccccc1)N1CCc2c([nH]c3ccccc23)C1
→ -1.1	-9	-24	1.8	·	-0.6	-4	·	-0.3	-3.6	-8
32	O=C(CSc1nc2c(c(=O)n1-c1ccc(Br)cc1)SCC2)Nc1nccs1
→ 0.4	1	1	-0.1	-0.6	-1.1	0	0.2	-0.7	0.5	-7
33	COc1ccc(NC(=O)N(C)C[C@H]2Oc3c(NC(=O)C4CC4)cccc3C(=O)N([C@H](C)CO)C[C@@H]2C)cc1
→ -1.9	-2	-2	0.3	-1.6	-1.2	1	0.5	-1.1	-0.2	0
34	CCOC(=O)CC1C(=O)NCCN1C(=O)c1ccc(Cl)c(Cl)c1 (stereo unspecified)
→ 0.3	-4	-2	0.3	0.3	-0.3	-2	1.0	-1.0	0.0	-1
35	COc1cc(C=O)ccc1Oc1ccc(S(=O)(=O)N2CCOCC2)cc1[N+](=O)[O-]
→ -2.9	-3	0	0.1	2.1	-0.8	-1	0.7	0.9	-0.8	-5
36	COc1ccc(S(=O)(=O)N2CCCC2)cc1C(=O)O
→ -0.9	2	-1	0.3	0.7	-0.9	0	0.1	-0.8	0.1	0
37	O=[N+]([O-])c1ccc2nc(NCCCO)nc(-c3ccccc3)c2c1
→ -4.5	9	13	0.7	3.3	-1.2	-2	-0.3	-0.3	-1.3	4
38	CCOC(=O)C1CCCN(C2CCN(Cc3nc(-c4ccccc4)no3)CC2)C1 (stereo unspecified)
→ -1.1	-1	-7	0.5	-0.1	-1.3	1	0.2	-0.7	0.8	2
39	CC(C)c1ccc(CNC(=O)C(=O)Nc2nccs2)cc1
→ 3.1	0	0	-0.8	0.2	-0.8	-2	-1.0	-0.6	0.0	2
40	NC(=O)c1nnn(-c2ccc([N+](=O)[O-])cc2)c1-c1ccccc1
→ 2.4	0	0	-0.4	1.3	0.1	-3	2.2	-0.2	-0.4	-4
41	Fc1ccc(NC(=S)Nc2ccc3nccnc3c2)cc1
→ 7.3	1	7	-3.2	-0.4	0.0	1	0.3	1.1	0.7	3
42	COc1cccc(/C=C/C(=O)NNC(=O)CCN2CCN(Cc3ccccc3)CC2)c1
→ 4.1	2	5	1.2	-0.6	-0.6	-4	2.6	-1.4	0.0	1
43	COc1ccc(N2CCN(CCCNC(=O)CC3Oc4ccc(C)cc4NC3=O)CC2)cc1 (stereo unspecified)
→ -1.1	-2	1	0.0	-0.8	-1.3	0	3.8	-0.4	-0.7	-5
44	Cc1ccc(C(=O)N/N=C\c2cc(Br)c(Br)o2)cn1
→ -0.9	-7	3	0.8	1.9	-1.6	-4	·	-0.8	0.5	0
45	CCOC(=O)c1ccc(Nc2ncnc3nc[nH]c23)cc1
→ 9.8	-2	-1	0.6	-0.5	0.6	2	-0.6	-0.1	1.5	1
46	Cc1ccc(C(C)NC(=O)C2CCCC2)c(C)c1 (stereo unspecified)
→ 0.1	1	-3	0.1	-1.8	-0.9	2	0.3	0.1	-0.2	2
47	CCOC(=O)c1cc(C)n(-c2ccccc2)c1C
→ 0.7	4	3	-0.1	6.1	-0.8	-4	3.6	-0.4	0.6	2
48	Cc1ccc(NC(=O)Nn2cnnc2)c(C)c1
→ -2.2	0	4	-0.4	-0.8	-1.5	-1	1.4	-1.2	-0.4	3
49	Cc1ccn2c(C(=O)NN=C3CCN(C)CC3)c(C)nc2c1
→ 0.5	1	2	-0.3	-0.2	-1.3	2	3.0	-0.9	-0.1	1
50	CCOC(=O)N1CCC(NC(=O)CCN2C(=O)C3C4C=CC(C4)C3C2=O)CC1 (stereo unspecified)
→ 0.8	4	11	-0.1	-2.0	-1.1	2	0.5	-0.9	-0.3	3

Later entries.
Each structure is followed by: hgDAF-12 ag	GC-B act	HGIII-sPLA2 inh	proKLK7 act	GAA850 FXN act	ssDAF-12 act	SMARCA2 act	DAX1 inh-2	hcDAF12 agonist	DAX1 inh-1	NPR1 activator
51	CC1CCCCN1C(=O)COC(=O)c1ccc(=O)n(Cc2ccccc2)n1 (stereo unspecified)
→ 2.0	5	8	-0.1	0.5	-1.1	-3	-0.7	1.7	-1.1	2
52	CN1C(C)(C)CC(=NO)CC1(C)C
→ 2.4	0	1	-0.3	-0.2	-0.8	4	1.6	-0.8	-0.5	7
53	NC(=S)Nc1ccc(Cl)cc1Cl
→ 0.6	-1	5	-0.6	0.8	-1.0	-4	-0.1	-1.2	-0.3	2
54	O=C(Nc1nc2ccc(F)cc2s1)Oc1ccccc1
→ 2.0	1	0	0.6	3.6	-0.2	0	0.4	6.5*	-0.1	3
55	O=C(N/N=C/c1cc2c(cc1[N+](=O)[O-])OCO2)c1cccnc1
→ 1.3	6	-7	0.0	0.0	-0.7	-2	0.2	0.3	0.0	-2
56	CC(C)(C)NC(=O)NC(=O)COC(=O)CNC(=O)c1cc(Cl)cc([N+](=O)[O-])c1
→ -2.1	-4	3	0.3	0.2	-0.3	-3	2.3	-1.1	0.3	1
57	O=C(Cc1ccc(-c2ccccc2)cc1)NNC(=S)NCc1ccco1
→ -3.7	-3	9	0.1	1.1	-2.1	-3	-0.3	-1.9	-1.3	1
58	O=C(NCCCNC(=O)c1ccc(-c2cc(Cl)ccc2Cl)o1)c1cnccn1
→ -4.0	-14	-4	0.2	1.6	-1.4	2	-0.5	-3.9	-0.2	-22
59	COc1ccc2c(c1)cc(C(=O)N/N=C/c1c(O)c(C(=O)O)cc3ccccc13)n2C
→ 2.4	-5	19*	-73	-0.3	-0.6	1	-1.4	0.9	-0.3	2
